GLS inh – blocks human kidney-isoform glutaminase activity; GLS enzymatic activity, qHTS titration; O94925; Potency, µM (titrated, usually from 45.5 µM), for the others: at the top dose activity change, negative = inhibition, usual class: inhibitors; 410,000 tested, 0.21% active; further: potency means the concentration at half of the fitted maximal effect; on the % scale 0 is the no-effect control and ±100 the full control effect
Target sequence (O94925 whole entry, looked up, canonical isoform): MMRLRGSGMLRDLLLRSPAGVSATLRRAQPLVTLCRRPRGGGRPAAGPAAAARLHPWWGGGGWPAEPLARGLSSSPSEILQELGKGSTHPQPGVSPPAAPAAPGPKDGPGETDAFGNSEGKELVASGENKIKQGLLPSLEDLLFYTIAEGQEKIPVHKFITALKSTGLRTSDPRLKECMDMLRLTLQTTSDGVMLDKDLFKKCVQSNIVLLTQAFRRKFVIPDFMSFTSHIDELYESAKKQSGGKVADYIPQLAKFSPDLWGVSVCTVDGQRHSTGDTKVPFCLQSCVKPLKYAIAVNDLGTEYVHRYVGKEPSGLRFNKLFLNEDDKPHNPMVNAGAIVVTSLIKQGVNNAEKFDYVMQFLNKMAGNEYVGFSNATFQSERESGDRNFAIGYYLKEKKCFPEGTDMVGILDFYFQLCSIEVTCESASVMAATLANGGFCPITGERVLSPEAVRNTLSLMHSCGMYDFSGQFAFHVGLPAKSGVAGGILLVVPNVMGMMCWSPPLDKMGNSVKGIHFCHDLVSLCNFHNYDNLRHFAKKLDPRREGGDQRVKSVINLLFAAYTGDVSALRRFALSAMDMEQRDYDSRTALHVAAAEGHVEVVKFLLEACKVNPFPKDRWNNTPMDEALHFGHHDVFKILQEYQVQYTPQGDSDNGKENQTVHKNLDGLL
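Coupled fluorescence readout: glutamate oxidase/HRP/Amplex Red detect glutamate formed by hKGA from L-glutamine (1 mM solution added). Buffer 45 mM KH2PO4 pH 8.2, 0.02% Tween-20; reads at t0 and 30 min RT.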
JMJD2A Tudor inh – inhibitors of human JMJD2A Tudor domain; AlphaScreen JMJD2A-Tudor / H3K4me3 peptide binding; Potency, µM (series often up to 114 µM), for inactives: top-dose activity change, negative = inhibition, actives largely listed as inhibitors; 390,000 tested, 4.4% active; further: potency means the concentration at half of the fitted maximal effect; on the % scale 0 is the no-effect control and ±100 the full control effect; nearly all actives have a fitted effect of over 50% in size
PI4K2A inh – blocks human PI4K2A kinase activity; Q9BTU6; purified PI4K2A, ADP-Glo luminescence, 1 h; hits give low values; AID 1346378; 420,000 tested, 0.13% active; activity change, negative = inhibition, % at 76.9 µM; in the data active means activity change below about -50%; inconclusive means mostly about -30% to -49%;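 further: -100% = wells without enzyme as full effect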
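Compounds are screened against recombinant PI4K2A using PI as substrate and ATP, the latter dispensed at 300 microM. Reactions run one hour at ambient temperature before ADP-Glo detection; full inhibition defined by wells lacking enzyme.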
ERG-DNA inh – ERG Ets/DNA interaction inhibition. 370,000 tested, 0.028% active. fluorescence polarization, His-ERG Ets domain / labelled DNA. AID 624246. P11308. Potency, µM (highest dose often 76.9 µM), for inactives: at the highest dose FP activity, negative = inhibition, most hits filed as inhibitors; active means well fitted inhibition curve with a large enough effect in the polarisation, with a control signal flat; inconclusive means small, poorly fitted or top-dose-only effect, or effect the other way, or a change in a side signal; inactive means no such curve, though single readings can be large or run the other way; the % refers to the polarisation;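 further: polarization taken with two DNA probes labelled with fluorescein and Texas red; potency means the concentration at half of the fitted maximal effect; % of control where 0% means no effect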
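His-tagged ERG Ets domain (1 uM in the protein solution; 300mM KCl, 50mM Tris-HCl, 1mM EDTA, 1mM DTT, pH 7.5) received compound, then a probe mix of 5 nM fluorescein-DNA and 100nM Texas-615-DNA. Fluorescence polarization was read for both dyes.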
BAZ2B block – blocks human BAZ2B | AID 504333 | Potency, µM (series often up to 114 µM), inactives show top-dose activity change, negative = inhibition, actives largely listed as inhibitors | AlphaScreen BAZ2B-H3K14Ac peptide displacement | 360,000 tested, 4.4% active | Q9UIF8; further: potency means the concentration at half of the fitted maximal effect; on the % scale 0 is the no-effect control and ±100 the full control effect; nearly all actives have a fitted effect of over 60% in size
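Protein-peptide AlphaScreen: BAZ2B 50 nM, b-H3K14Ac 50 nM, 1x PBS pH 7.4 + 0.01% Tween-20. Preincubation 30 min RT; cpd 30 min RT (top 110 uM); beads 20 min RT, light-protected.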
HP1b chromo inh – inhibitors of HP1-beta chromodomain binding to methylated histone tails | 390,000 tested, 0.56% active | P83916 | AlphaScreen HP1-beta / biotin-H3K9me3 peptide binding | Potency, µM (series often up to 114 µM), for the others: top-dose activity change, negative = inhibition, actives largely listed as inhibitors; further: potency means the concentration at half of the fitted maximal effect; nearly all actives have a fitted effect of over 70% in size; inactives centre near 23
Target sequence (P83916 whole entry, looked up): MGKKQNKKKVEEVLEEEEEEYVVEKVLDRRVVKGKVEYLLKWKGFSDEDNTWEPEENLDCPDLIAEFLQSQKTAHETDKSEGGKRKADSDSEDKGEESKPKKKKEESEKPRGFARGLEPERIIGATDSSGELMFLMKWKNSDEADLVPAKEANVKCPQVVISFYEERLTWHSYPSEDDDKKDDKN
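AlphaScreen: HP1-beta (50 nM) preformed 30 min with biotin-H3(1-18)K9me3 peptide (50 nM) in PBS pH 7.4, 0.01% Tween-20. Compound added for 30 min at RT, then streptavidin donor/nickel chelate acceptor beads (10 ug/mL) for 30 min.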
G9a inh – G9a (human) methyltransferase inhibition; 350,000 tested, 8.8% active; G9a H3K9 monomethylation, AlphaScreen, 2 h; Q96KQ7; Potency, µM (titrated, usually from 102 µM), inactives show at the top dose activity, negative = inhibition, usual class: inhibitors; further: potency means the concentration at half of the fitted maximal effect; on the % scale 0 is the no-effect control and ±100 the full control effect; nearly all actives have a fitted effect of over 75% in size
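Step 1: enzyme (final 20 nM) with compound, 15 min RT. Step 2: substrate peptide 500 nM and SAM 20 uM, 2 h RT. Step 3: anti-H3K9me1 antibody and AlphaScreen beads, 10 min, then plate read.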
ALOX12 inh – inhibitors of human 12S-lipoxygenase ALOX12. P18054. purified 12hLO, xylenol orange hydroperoxide absorbance. Potency, µM (doses to about 108 µM), for inactives: at the highest dose activity change, negative = inhibition, most hits filed as inhibitors. 580,000 tested, 1.1% active. AID 1671190; further: potency means the concentration at half of the fitted maximal effect; on the % scale 0 is the no-effect control and ±100 the full control effect
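Purified human 12hLO at 150 nM in 25 mM Hepes, 0.01% Triton X-100, pH 7.0, preincubated 15 min at room temperature with compound. Reaction started with 40 uM arachidonic acid, 30 min at room temperature. Hydroperoxide measured by Fe-xylenol orange, 573/405 nm absorbance ratio.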
RGS4 inhibitor – blocks human RGS4-accelerated GTP hydrolysis; P49798; Transcreener GDP fluorescence polarization, RGS4-accelerated GTP hydrolysis; Potency, µM (highest dose often 114 µM), inactives show top-dose activity change, negative = inhibition, hits mostly inhibitors; 390,000 tested, 0.039% active; AID 504845; further: potency means the concentration at half of the fitted maximal effect; on the % scale 0 is the no-effect control and ±100 the full control effect; nearly all actives have a fitted effect of over 75% in size; some results filed as inactive show a strong effect at the top dose
Target sequence (P49798 whole entry, looked up): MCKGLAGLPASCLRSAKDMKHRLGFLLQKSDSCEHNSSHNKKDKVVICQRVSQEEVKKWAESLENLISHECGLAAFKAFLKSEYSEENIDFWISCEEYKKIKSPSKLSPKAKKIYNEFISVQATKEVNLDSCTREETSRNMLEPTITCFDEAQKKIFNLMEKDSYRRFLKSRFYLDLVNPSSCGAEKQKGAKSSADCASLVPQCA
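MLSMR compounds (23 nl, pin-transferred) preincubated 10 min at room temperature with a 500nM (2x) first reagent, then RGS4 at 900nM (2x) plus Transcreener GDP mix added; fluorescence polarization (620/688 nm) read before and after 90 min at 30 °C.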
The depositor's hits bear a star; ? = inconclusive; . = not tested or not shown; & = joins results of further samples; [ ] = dose if it differs, or a comment. Unless noted, the call rests on the fitted dose curve; in most records, active means well fitted curve in the direction sought with a large enough effect; inconclusive means small, poorly fitted or top-dose-only effect, or another doubt; inactive means no such curve, though single readings can be large; an effect the other way counts as inactive or inconclusive. An excerpt. The share of hits here may be higher or lower than overall.

SMILES	GLS inh	JMJD2A Tudor inh	PI4K2A inh	ERG-DNA inh	BAZ2B block	HP1b chromo inh	G9a inh	ALOX12 inh	RGS4 inhibitor
COc1cccc(-c2noc(CCCC(=O)Nc3ccc(C(N)=O)cc3)n2)c1	0.0%	0.7%	-2.7	6.8%	-0.8%	47.6%[activator]	-19.8%	3.1%	-1.7%
CCCCN(C(=O)c1ccc(S(=O)(=O)N(CC)CC)cc1)c1c(N)n(CCC)c(=O)[nH]c1=O	-6.7%	-14.7%	-4.4	2.4%	-32.4%	19.4%	-23.3%	5.7%	5.1%
COc1ccc(OC)c(S(=O)(=O)Nc2cccc(-c3ccc4nncn4n3)c2)c1	0.3%	0.0%	-4.0	-3.8%	-9.8%	46.5%[activator]	9.9%	-0.8%	-0.1%
O=C1c2ccccc2C(=O)c2c1cccc2N1CCOCC1	0.3%	35.5µM*	-4.8	2.3%	15.8µM*	39.8µM*	.	14.2%	6.5%
CC1CC(C)(C)NC(=S)N1CCCC(=O)Nc1ccc(F)c(F)c1 (stereo unspecified)	9.3%	-10.6%	1.9	3.8%	-17.5%	26.6%	-32.6%	?	2.2%
Cc1ccc(NC(=O)CN(C)C(=O)COC(=O)CNS(=O)(=O)c2ccc(Br)cc2Cl)cc1	-7.5%	-8.1%	1.3	-2.3%	0.0%	25.6%	79.6%[activator]	474.9%[activator]	-5.2%
CC(C)(C)CC(=O)Nc1ccccc1N1CCN(c2ccccc2)CC1	17.4%	-19.3%	-7.3	2.4%	-27.9%	27.3%	-3.8%[59 µM]	-6.5%	20.3%
CCOC(=O)Cc1csc(NC(=O)Cn2c(=O)oc3ccccc32)n1	0.0%	-20.3%	-2.2	-1.9%	4.3%	8.9%	23.6%	-4.0%	9.8%
O=C(Cc1cc(=O)[nH][nH]1)N/N=C/c1cccc(Cl)c1Cl	8.6%&24.5%	-28.1%&-28.0%	4.4&0.4	5.9%&-1.8%	-25.7%&-19.3%	26.0%&24.0%	-3.8%&-35.7%	?	-8.5%&9.9%
O=C(Nc1ccc(NC(=O)c2sc3ccccc3c2Cl)cc1Cl)c1ccco1	-8.8%	-15.8%	0.0	4.6%	10.8%	35.2%	3.6%[59 µM]	3.1%	-16.9%
Cc1ccccc1NC(=O)Cc1nc(COC(=O)c2cccc(C)c2O)cs1	3.0%	-14.0%	2.6	7.3%	-12.3%	8.0%	8.3%	26.9%	6.7%
O=C(CSc1nc2ccccc2c2c1CCCC2)N1CCOCC1	-0.7%	-34.1%	1.2	-4.4%	-25.7%	-26.7%	7.2%	4.1%	-12.4%
O=C(/C=C/c1ccc2c(c1)OCO2)NCc1ccncc1	-4.4%	0.7%	-6.2	-0.4%	2.1%	8.1%	.	?	8.5%
O=C(CN1C(=O)c2ccccc2C1=O)N1CCCCC1	-4.1%	-3.8%[11.4 µM]	-13.9	9.0%	17.5%	65.2%[activator]	-7.3%[59 µM]	-15.6%	-20.4%[11.4 µM]
Cc1ccc(-n2c(C)cc(C(=O)COc3c(CO)cc(F)cc3CO)c2C)cc1C	8.9%	?	-1.4	18.3%	?	?	-14.9%[59 µM]	4.2%	0.8%
O=C(CCNC(=O)c1ccc(Br)cc1)NCCCSc1ccccc1	-11.8%	-10.3%	0.0	6.1%	0.9%	39.3%[activator]	-2.7%	1.9%	26.9%
COc1ccc(C(=O)NCc2nnc(SCC(=O)N3CCCc4ccccc43)o2)cc1OC	-8.6%	-4.5%	7.9	-13.7%	31.2%	56.0%[activator]	?	-2.1%	-1.7%[11.4 µM]
Cc1cc(Br)ccc1NC(=O)c1cc2c(=O)n(C)c3cc(Cl)ccc3c2s1	1.1%	-7.0%	8.3	0.9%	.	34.3%	5.9%[59 µM]	0.0%	-8.5%
Cc1ccc(OC(=O)c2sc3ncn(C)c(=O)c3c2C)cc1	6.5%	5.3%	0.8	-12.7%	5.2%	34.1%	-1.8%	18.1%	-11.6%
CCOc1ccc2ccccc2c1/C=N/NC(=O)CNC(=O)c1ccccc1O	13.0%	-15.0%	-5.0	-3.9%	-4.0%	4.0%	-4.5%	-11.9%	-9.0%
Cc1ccc(OCC(=O)N/N=C/c2ccco2)cc1	-1.0%	-15.3%	5.8	.	6.0%	11.8%	5.2%	6.7%	-2.0%
CCCCc1nc2cc(C(=O)NC3CCOC(C)(C)C3)ccc2o1 (stereo unspecified)	5.3%	-13.2%	2.5	-2.3%	-3.2%	19.9%	-2.7%	3.2%	48.2%
COc1ccccc1N1CCN(C(=O)c2ccc3c(c2)CCN3S(C)(=O)=O)CC1	13.3%	?	8.7	2.0%	-2.2%	-1.6%	13.1%	6.6%	-59.2%[56.9 µM]
Cc1ccc(C(=O)N/C(=C/c2ccc(-c3ccc(Br)cc3)o2)C(=O)NC2CCS(=O)(=O)C2)cc1 (stereo unspecified)	5.5%	-4.7%	-1.8	4.1%	-22.1%	32.7%	2.4%[59 µM]	-19.3%	0.2%

The closing 3 compounds of the section before come first, to join the parts.
SMILES	GLS inh	JMJD2A Tudor inh	PI4K2A inh	ERG-DNA inh	BAZ2B block	HP1b chromo inh	G9a inh	ALOX12 inh	RGS4 inhibitor
CCCCc1nc2cc(C(=O)NC3CCOC(C)(C)C3)ccc2o1 (stereo unspecified)	5.3%	-13.2%	2.5	-2.3%	-3.2%	19.9%	-2.7%	3.2%	48.2%
COc1ccccc1N1CCN(C(=O)c2ccc3c(c2)CCN3S(C)(=O)=O)CC1	13.3%	?	8.7	2.0%	-2.2%	-1.6%	13.1%	6.6%	-59.2%[56.9 µM]
Cc1ccc(C(=O)N/C(=C/c2ccc(-c3ccc(Br)cc3)o2)C(=O)NC2CCS(=O)(=O)C2)cc1 (stereo unspecified)	5.5%	-4.7%	-1.8	4.1%	-22.1%	32.7%	2.4%[59 µM]	-19.3%	0.2%
C[C@H](CO)N1C[C@H](C)[C@@H](CN(C)Cc2ccc(-c3ccccc3)cc2)Oc2c(NS(=O)(=O)c3ccc(F)cc3)cccc2C1=O	-0.1%	?	-0.3	-9.0%	.	3.0%	.	-11.3%	4.1%
COc1ccc(CN2CCCC2C(=O)Nc2ccc(OC)c(OC)c2)cc1OC (stereo unspecified)	12.3%	-7.4%	5.0	-4.6%	8.2%	21.5%	16.9%	-0.3%	11.4%
C=CCSc1nc2c(c(=O)[nH]c(=O)n2C)n1Cc1ccccc1	-3.0%	-13.4%	-2.6	6.4%	5.9%	41.1%[activator]	30.7%	?	34.4%
CSCCC(NS(=O)(=O)c1cccc(C(F)(F)F)c1)C(=O)Nc1ccccc1N1CCCC1 (stereo unspecified)	16.3%	?	5.6	-8.0%	-34.1%	-13.0%	7.9%[0.501 µM]	?	-3.6%
O=C(Nc1ccc([N+](=O)[O-])cc1)Nc1cnccn1	-1.5%	-17.7%	-2.4	6.3%	-20.9%	27.4%	19.9%	-6.8%	-4.9%
N#Cc1cc([N+](=O)[O-])ccc1NC(=O)CSc1n[nH]c(=O)n1C1CC1	11.6%	0.0%	-1.1	0.6%	3.2%	41.6%[activator]	7.3%[59 µM]	23.1%	10.8%
CCN1CCN(C(=O)C(=O)c2cn(CC(=O)N(CC)CC)c3ccccc23)CC1	-6.9%	-4.8%	-1.4	-11.7%	-9.1%	27.5%	.	0.6%	-2.2%
C[C@H](CO)N1C[C@H](C)[C@@H](CN(C)CC2CCCCC2)Oc2ccc(NC(=O)CCN3CCOCC3)cc2C1=O	18.7%	-28.7%	0.7	-3.3%	.	14.8%	.	7.0%	5.4%
CC(C)CCn1c(=O)c2ccccc2n2c(CCC(=O)NCC3CCCO3)nnc12 (stereo unspecified)	-0.1%	-19.9%	-5.2	2.5%	1.2%	6.5%	10.7%	-1.1%	-3.2%[56.9 µM]
CCC(C)[C@H](NC(=O)NCc1ccco1)C(=O)OC (stereo partly specified)	-6.2%	0.4%	-1.8	-0.9%	-3.9%	37.9%	6.2%	430.8%[activator]	-13.7%
O=C(NCC(=O)N1CCN(S(=O)(=O)/C=C/c2ccccc2)CC1)c1ccc(Cl)cc1	-6.5%	-10.3%	-0.1	-15.2%	-19.2%	19.6%	0.0%	32.2%[activator]	3.1%
CN1CCc2c(sc3c2c(=O)n(-c2ccccc2)c2nnc(SCc4ccc(Cl)cc4)n32)C1	-13.5%	-22.6%	-4.6	3.9%	-9.4%	38.5%	.	-29.5%	-42.8%
CCCN(CC(=O)Nc1ccccc1C)C(=O)CCl	9.8%	-11.2%	-3.8	3.2%	-0.4%	14.9%	-14.5%	1.3%	-15.2%
COc1ccc(OCC(=O)NNc2c3ccccc3nc3ccccc23)cc1	9.6%	-16.0%	4.4	-2.4%	?	-1.5%	-0.3%[59 µM]	3.4%	-45.9%
Cc1c(S(=O)(=O)N2CCCCC2)c(=O)n(C)c(=O)n1C	-4.1%	-23.9%	1.0	4.3%	-3.0%	-1.9%	0.2%	14.3%	15.9%

Screening data as filed in PubChem.
